# Epigenetic derep: derepresses silenced GFP reporter in murine cells | 280,000 compounds, 0.2% hits | murine LDR cells, GFP reporter derepression, 30 h | Potency, µM (doses to about 53.9 µM), for inactives: at the highest dose GFP activation, most hits filed as activators; also: potency is read from the fitted curve at half-maximal effect; % of control where 0% means no effect; nearly all actives have a fitted effect of over 60% in size
#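 Reporter derepression read as number of fluorescent GFP-positive objects, 20-120 um in size, counted by laser-scanning cytometer. Mouse LDR line with an epigenetically silenced CMV-GFP locus; compound incubation 30 h, 37 C.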
# NPSR antagonist: blocks cAMP signaling of the human neuropeptide S receptor. AID 1461. Potency, µM (top dose mostly 38.3 µM), for inactives: at the highest dose activity change, negative = inhibition, actives largely listed as inhibitors. 220,000 compounds, 1% hits. CHO-NPSR cells, cAMP TR-FRET, antagonist mode; also: potency is read from the fitted curve at half-maximal effect; % is scaled to controls: 0 for no effect and ±100 for the full control effect; nearly all actives have a fitted effect of over 50% in size; many of its hits are not listed in these tables
# Target sequence (Q6W5P4 whole entry, looked up): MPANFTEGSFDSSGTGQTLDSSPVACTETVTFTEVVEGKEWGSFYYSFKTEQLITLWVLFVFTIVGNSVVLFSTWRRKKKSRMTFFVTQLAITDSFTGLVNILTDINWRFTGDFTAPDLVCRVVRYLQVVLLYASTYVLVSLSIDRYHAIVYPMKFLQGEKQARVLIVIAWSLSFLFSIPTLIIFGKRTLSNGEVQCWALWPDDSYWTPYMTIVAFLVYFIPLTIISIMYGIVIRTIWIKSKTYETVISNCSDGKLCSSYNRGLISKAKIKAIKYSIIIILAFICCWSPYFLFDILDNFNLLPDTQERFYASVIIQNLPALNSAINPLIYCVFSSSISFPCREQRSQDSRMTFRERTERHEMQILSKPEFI
# Tau FP inhib: tau fibrillization inhibition (FP); Potency, µM (titrated, usually from 57.7 µM), without a hit: at the top dose activity, negative = inhibition, hits mostly inhibitors; K18 P301L tau heparin fibrillization, Alexa594 FP, 6 h; AID 1468; P10636; 280,000 compounds, 0.39% hits; also: potency is read from the fitted curve at half-maximal effect; % is scaled to controls: 0 for no effect and ±100 for the full control effect; nearly all actives have a fitted effect of over 55% in size
#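 Human tau K18 […] P301L fragment, 15 uM unlabeled plus 0.24 uM Alexa 594-labeled tau (final), with compound and 20 uM heparin in 100 mM sodium acetate pH 7; 6 hr at 37 C, then Alexa 594 FP read.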
# TRb-SRC2 inh: disrupts binding of human TR beta to SRC2; 280,000 compounds, 0.065% hits; AID 1469; P10828; Potency, µM (titrated, usually from 106 µM), for the others: top-dose activity change, negative = inhibition, hits mostly inhibitors; TRbeta-SRC2 peptide binding, fluorescence polarization; receptor liganded with 1 µM T3;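 also: potency is read from the fitted curve at half-maximal effect; plate controls were bound peptide for no effect and peptide without receptor for full effect; nearly all actives have a fitted effect of over 50% in size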
#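 Compounds were added to 0.6 uM TRb ligand-binding domain and 20 nM Texas Red-labeled SRC2 peptide in Tris buffer containing 1 uM T3, incubated 5 hr at ambient temperature, then read by fluorescence polarization.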
# GLA spleen mod: inhibitors or activators of human alpha-galactosidase in spleen homogenate. P06280. human spleen homogenate, 4MU-alpha-Gal fluorescence, 40 min. Potency, µM (doses to about 80 µM), for inactives: top-dose activity change, negative = inhibition, actives largely listed as inhibitors. 240,000 compounds, 0.008% hits. AID 2107;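 also: potency is read from the fitted curve at half-maximal effect; 0% = enzyme with vehicle and -100% = no enzyme basal signal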
#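 Human spleen homogenate (1 ug) was the enzyme source, with 4-methylumbelliferyl-alpha-D-galactopyranoside (1 mM final) in pH 5.0 citrate buffer with 0.01% Tween-20. Compounds were titrated; after 40 min at 37C, NaOH/glycine stop, 4-MU fluorescence read; AC50 from Hill fits.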
# Tau fluor cs: counter-screen for tau fibril formation inhibitors | 280,000 compounds, 0.93% hits | Potency, µM (highest dose often 57.7 µM), inactives show at the top dose activity change, negative = decrease | tau K18 P301L Alexa594 fluorescence, heparin fibrillization; also: potency is read from the fitted curve at half-maximal effect; % is scaled to controls: 0 for no effect and ±100 for the full control effect; nearly all actives have a fitted effect of over 55% in size
#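 Human tau K18 P301L (15 uM unlabeled, 0.24 uM Alexa 594-labeled) in 100 mM sodium acetate pH 7 with 20 uM heparin, 6 hr at 37 C. ThT 30 uM added, 1 hr ambient; Alexa 594 FP and total fluorescence read at 555/632 nm.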
# TR SRC2 fluor cs: Texas Red fluorescence interference in TRb-SRC2 counter-screen; TRb/SRC2 Texas Red total fluorescence interference; Potency, µM (highest dose often 106 µM), without a hit: at the highest dose fluorescence change, negative = quenching; 280,000 compounds, 0.29% hits; AID 1479; active = well fitted curve in either direction with a large enough effect; inconclusive = small, poorly fitted or top-dose-only effect; also: potency is read from the fitted curve at half-maximal effect; % is scaled to controls: 0 for no effect and ±100 for the full control effect
#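 Flags fluorescent or light-absorbing compounds by total fluorescence, S + 2P, at 555 nm excitation and 632 nm emission. Mixture: 20 nM Texas Red SRC2 peptide, 0.6 uM human TRb LBD, 1 uM T3, 5% DMSO; compound exposure 5 h at ambient temperature.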
# CBFb-RUNX1 inh: CBF-beta/RUNX1 interaction disruption; Q01196+Q13951; AlphaScreen CBFb-His/RUNX1-biotin binding, biochemical; Potency, µM (titrated, usually from 59.8 µM), without a hit: at the top dose activity, negative = inhibition, actives largely listed as inhibitors; 230,000 tested, under 10 active; also: % of control where 0% means no effect
# Target sequence (Q01196 whole entry, looked up): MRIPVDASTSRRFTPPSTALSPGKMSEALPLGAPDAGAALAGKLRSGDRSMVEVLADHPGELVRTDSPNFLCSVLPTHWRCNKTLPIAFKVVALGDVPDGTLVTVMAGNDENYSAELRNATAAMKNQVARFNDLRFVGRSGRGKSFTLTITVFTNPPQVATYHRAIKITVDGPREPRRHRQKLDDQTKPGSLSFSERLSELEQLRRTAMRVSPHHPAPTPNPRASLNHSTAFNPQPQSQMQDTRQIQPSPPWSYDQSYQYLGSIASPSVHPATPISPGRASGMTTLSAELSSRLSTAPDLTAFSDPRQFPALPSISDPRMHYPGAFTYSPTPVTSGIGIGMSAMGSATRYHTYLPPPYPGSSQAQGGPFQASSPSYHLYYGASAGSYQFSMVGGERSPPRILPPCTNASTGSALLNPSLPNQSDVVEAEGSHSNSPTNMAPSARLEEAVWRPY
# Target sequence (Q13951 whole entry, looked up): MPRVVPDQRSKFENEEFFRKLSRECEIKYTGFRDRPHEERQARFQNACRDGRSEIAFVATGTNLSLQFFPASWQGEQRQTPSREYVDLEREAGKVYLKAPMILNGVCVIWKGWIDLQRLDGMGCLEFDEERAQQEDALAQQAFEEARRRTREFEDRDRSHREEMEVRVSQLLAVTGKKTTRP
#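 Interaction loss through any mechanism counts as activity. Pre-formed complex of His-CBF-beta and biotin-RUNX1 (30 nM apiece) is incubated with compound 15 min, then with 50 ng nickel and 50 ng streptavidin beads for 90 min before AlphaScreen detection.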
# An asterisk follows results filed as active; ? = inconclusive; / = no result given; [ ] = dose if it differs, or a comment. Unless noted, calls follow the shape of the dose curve; as a rule, active = well fitted curve in the direction sought with a large enough effect; inconclusive = small, poorly fitted or top-dose-only effect, or another doubt; inactive = no such curve, though single readings can be large; an effect the other way counts as inactive or inconclusive.
compound | Epigenetic derep | NPSR antagonist | Tau FP inhib | TRb-SRC2 inh | GLA spleen mod | Tau fluor cs | TR SRC2 fluor cs | CBFb-RUNX1 inh
COc1ccc2c(c1)OC(=O)CC2c1ccc2c(c1)OCO2 (stereo not given) | -0.9% | / | 1%[81.3 µM] | -1% | 1%[119 µM] | ? | -2% | -7%[89.1 µM]
NS(=O)(=O)c1ccc(CCNC(=O)/C=C/c2cccc([N+](=O)[O-])c2)cc1 | 9.5% | 2% | 4% | 3% | -2% | -3% | -3% | 3%
Cc1ccccc1-c1nn(-c2ccc(F)cc2F)cc1CNCCCN(C)C | -2.0% | -1% | -10% | 0% | 2% | -2% | 2% | 6%
CCOC(=O)c1sc2ccccc2c1OC(=O)c1ccccc1OC | 0.1% | ? | 1% | 7% | 20% | -15% | -3% | 19%
CCC1SC(CC)C(=O)N(CC(=O)NCc2ccc(F)cc2)C1=O (stereo not given) | -6.2% | -7% | -1% | -5% | 7% | -1% | -2% | 3%
COc1ccc(OC)c(C2C3CN(C(C)C)CC=C3C(C#N)=C(N)C2(C#N)C#N)c1 (stereo not given) | -1.0% | -18%[46.1 µM] | ? | -10% | ? | -27% | 2% | -11%
Cc1ccc(C(=O)N2CCC(C(=O)NCc3cccnc3)CC2)cc1 | 2.3% | 10%[46.1 µM] | -2% | -20% | -7% | 0% | -2% | 11%
COc1ccc(-n2c(-c3cccc(C)c3[N+](=O)[O-])n[nH]c2=S)cc1 | -1.1% | -5%[46.1 µM] | 6% | -4% | -5% | 2% | -3% | -2%
O/N=C/c1ccnc(SCc2ccc(Cl)cc2)n1 | -6.3% | ? | -8% | -6% | -18% | -20% | -2% | 16%
Cc1ccccc1OCC(=O)N/N=C/c1ccccn1 | 1.1% | 9% | -3% | 8% | -9% | -6% | -2% | -9%
CC1(C)SC(=S)N(NC(=O)Nc2cccc3ccccc23)C1N(O)C(=O)Nc1ccccc1 (stereo not given) | -0.9% | -52% | ? | 9% | 1% | ? | 0% | -10%
NNC(=O)COc1ncn(-c2ccccc2)n1 | -0.7% | -8%[46.1 µM] | -6% | 2% | 5% | -1% | -1% | 1%
CCc1cc2c(CN3CCN(C)CC3)cc(=O)oc2cc1O | -1.0% | -4%[46.1 µM] | 2% | -1% | ? | -5% | 1% | 2%
CCC(C)n1c(=N)c(S(=O)(=O)c2ccccc2)cc2c(=O)n3ccccc3nc21 (stereo not given) | 3.7% | / | ? | 8% | / | ? | -1% | /
CCOc1ccc(NC(=S)NC(=O)c2c(Cl)cnn2CC)c([N+](=O)[O-])c1 | 1.1% | -26% | 2% | 1% | -11% | -16% | 1% | ?
CC#CCCC(=O)N1C=Cc2ccccc2C1C#N (stereo not given) | 1.1% | -12%[46.1 µM] | -2% | -3% | -17% | -15% | -1% | 2%
CCCCc1ccc(NC(=S)Nc2ccc(Cl)c(S(=O)(=O)N(C)C)c2)cc1 | 0.0% | -5% | ? | 4%[53 µM] | 6% | ? | 2%[53 µM] | -9%
CCOC(=O)c1c(C)[nH]c(CCC(=O)Nc2cc(C)ccc2OC)c1C | 9.4% | / | 14% | 8% | / | -24% | -1% | /
CN1CCN(c2ccc([N+](=O)[O-])cc2/C=N/NC(=O)c2ccc(F)cc2)CC1 | 0.8% | -5%[46.1 µM] | -5% | 6% | -3% | -13% | 1% | 2%
O=C(NC(NNc1ccc([N+](=O)[O-])cc1)(C(F)(F)F)C(F)(F)F)c1ccccc1Cl | -1.4% | -21%[46.1 µM] | -14% | -21% | 1% | ? | -4% | ?

compound | Epigenetic derep | NPSR antagonist | Tau FP inhib | TRb-SRC2 inh | GLA spleen mod | Tau fluor cs | TR SRC2 fluor cs | CBFb-RUNX1 inh
O=C(COc1cccc2cccnc12)Nc1ccccc1N1CCOCC1 | 1.4% | -37% | 3% | 6% | -3% | -12% | 0% | -13%
CC(C)Cc1csc(NC(=O)c2ccc(F)cc2)c1C(=O)O | -4.2% | -18% | 6% | 7% | 4% | -12% | -6% | 3%
COc1ccccc1NC(=O)N1CCN(S(C)(=O)=O)CC1 | -0.6%[10.1 µM] | 8% | 2% | -6% | 0% | 1% | -2% | -3%
Nc1ccc(-c2cc(N)n(-c3ccccc3)n2)cc1 | 4.0% | -18%[46.1 µM] | 4% | 9% | 3% | 12% | -1% | 3%
O=C(Nc1ccccc1OCc1cc(=O)n2ccccc2n1)c1ccccc1F | 0.7% | / | -5% | 1% | / | -7% | 0% | /
O=[N+]([O-])c1ccc(N2CCOCC2)c(S(=O)(=O)N2CCOCC2)c1 | -0.8% | 14% | -3% | -1% | 1% | 0% | -1% | 5%
Cc1noc(C)c1C(c1ccccc1)c1ccccc1 | 4.8% | -14%[46.1 µM] | -12% | -16% | 6% | -10% | -3% | 17%
CC(=O)c1ccc(N=c2scc(C)n2C(C)C)cc1 | -4.8% | -1% | 2% | -4% | 0% | -21% | -2% | -13%
CC(C)c1ccc(NC(=O)c2cc(S(=O)(=O)NC3CCCCC3)ccc2F)cc1 | 6.8% | / | 2% | 18% | / | -24% | -2% | /
Cc1ccc(C(=O)N2CCOCC2)c(F)c1F | -1.5% | 9% | -4% | -9% | 7% | -5% | -8% | ?
O=c1[nH]c2cccnc2n(CCNc2ncc(C(F)(F)F)cc2Cl)c1=O | -3.1% | -16% | 12% | 1% | -10% | -2% | 0% | -11%
CC(Sc1nnc(N)s1)c1ccccc1Cl (stereo not given) | 0.8% | -13%[46.1 µM] | 6% | 2% | 1% | -14% | 1% | -1%
O=C1c2ccccc2C(=O)N1c1cccnc1 | -0.7% | -3%[46.1 µM] | 4% | 4% | 6% | 3% | 3% | 6%
Cc1ccccc1NC(=O)C(=O)NCCCN1CCOCC1 | 0.3% | 17% | 6% | -2% | 4% | -1% | -1% | -2%
CCOC(=O)C(CC)Sc1ncnc2nc[nH]c12 (stereo not given) | -0.8% | 4%[46.1 µM] | 7% | -8% | 0% | 8% | -8% | -3%
CN(c1ccccc1C(=O)Nc1cccc(Cl)c1Cl)S(C)(=O)=O | -2.5% | -12%[46.1 µM] | 1% | 0% | 3% | -10% | 0% | -2%
O=C(N(c1ccccc1)c1ccccc1)N(c1ccccc1)c1ccccc1 | 6.2% | ? | 5% | -4% | 2% | -10% | -1% | 12%
CN(C)CCNC(=O)C(=O)C1C(=O)Nc2ccccc21 (stereo not given) | -1.9% | 14% | ? | 4% | -9% | -6% | 1% | 2%
Cc1noc2ncnc(NCc3ccc(Cl)cc3)c12 | -1.3% | / | -6% | 2% | / | -4% | 1% | /
C=C(C)C(=O)Nc1cccc(C2=NOC3(C2)C[C@@H](C(N)=O)N(C(=O)/C(C)=C/C)C3)c1 (stereo not given in full) | 0.5% | 21% | 2% | 5% | 1% | 22% | -1% | /

# Two records picked at random from the list so far, as already listed:
compound | Epigenetic derep | NPSR antagonist | Tau FP inhib | TRb-SRC2 inh | GLA spleen mod | Tau fluor cs | TR SRC2 fluor cs | CBFb-RUNX1 inh
CC(Sc1nnc(N)s1)c1ccccc1Cl (stereo not given) | 0.8% | -13%[46.1 µM] | 6% | 2% | 1% | -14% | 1% | -1%
CN(C)CCNC(=O)C(=O)C1C(=O)Nc2ccccc21 (stereo not given) | -1.9% | 14% | ? | 4% | -9% | -6% | 1% | 2%

# More records.
compound | Epigenetic derep | NPSR antagonist | Tau FP inhib | TRb-SRC2 inh | GLA spleen mod | Tau fluor cs | TR SRC2 fluor cs | CBFb-RUNX1 inh
Cc1noc(C)c1S(=O)(=O)Nc1ccc(C(=O)N2CCc3ccccc3C2)cc1 | 0.2% | -15%[46.1 µM] | 5% | -1% | -2% | -14% | -5% | 0%
NS(=O)(=O)c1ccc(NC(=O)c2ccc(COc3ccccc3)o2)cc1 | 1.5% | 11% | -1% | -9% | -3% | 2% | -1% | -13%
Nc1ncccc1OCc1cccc(C(F)(F)F)c1 | 0.9% | 9% | -3% | -8% | -8% | -8% | -6% | -5%
CC1=CC(=C2N=C(c3ccccc3)OC2=O)C=C(C)O1 | -1.1% | -28%[46.1 µM] | -15% | 8% | 7% | -24% | 0% | 3%

# Nothing new here: entries from further up.
compound | Epigenetic derep | NPSR antagonist | Tau FP inhib | TRb-SRC2 inh | GLA spleen mod | Tau fluor cs | TR SRC2 fluor cs | CBFb-RUNX1 inh
COc1ccc(OC)c(C2C3CN(C(C)C)CC=C3C(C#N)=C(N)C2(C#N)C#N)c1 (stereo not given) | -1.0% | -18%[46.1 µM] | ? | -10% | ? | -27% | 2% | -11%
Cc1ccc(C(=O)N2CCC(C(=O)NCc3cccnc3)CC2)cc1 | 2.3% | 10%[46.1 µM] | -2% | -20% | -7% | 0% | -2% | 11%
COc1ccc(-n2c(-c3cccc(C)c3[N+](=O)[O-])n[nH]c2=S)cc1 | -1.1% | -5%[46.1 µM] | 6% | -4% | -5% | 2% | -3% | -2%

# Compound activity (PubChem BioAssay)

# An excerpt; rates above refer to the full screens.
